# MEKK2mut PB1 HTS – signal of MEK5 binding to mutant human MEKK2 PB1 domain; bead flow cytometry, Alexa488-MEK5 binding to MEKK2 mutant; percent response, % at 10 µM; actives 0.35% (n = 290,000); in the data active = percent response above about 24%, passing the limit was not always enough; note: inactives centre near 1; some results filed as inactive read as strong as hits; reference of the scale not given here
# MEKK2 WT-MEK5 – raises or lowers MEK5 binding to wildtype human MEKK2 PB1 domain. bead flow cytometry, Alexa488-MEK5 binding to MEKK2 WT; actives lie on both sides. AID 1531. binding response (% of control), % at 10 µM. actives 1.1% (n = 290,000); in the data active = binding response below about 67% or above about 130%
# NALP1 inh – inhibitors of NALP1 inflammasome in yeast; S. cerevisiae NALP1/ASC/caspase-1 growth, X-gal OD620, 72 h; inhibition, % at 10 µM; actives 0.61% (n = 280,000); in the data active = inhibition mostly above about 24%, no sharp cut-off; inactive = mostly below about 32%; note: some compounds called inactive have numbers as strong as hits
# PfM18AAP inh – blocks P. falciparum M18 aspartyl aminopeptidase | recombinant PfM18AAP, H-Glu-NHMec fluorogenic cleavage | inhibition, % at 7.35 µM | actives 1.2% (n = 290,000) | AID 1822;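 active = inhibition above the campaign mean inhibition over all tested compounds plus 3 SD, cut at about 28% in these data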;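 note: 0% = plate median of test compound wells and 100% = 2 mM ZnCl2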
# MEKK3 PB1 HTS – modulators (inhibitors or enhancers) of MEK5 binding to human MEKK3 PB1 domain; bead-based flow cytometry, Alexa488-MEK5 binding to MEKK3; actives lie on both sides; 0 = blocked by unlabeled MEK5, 100 = vehicle; AID 1529; Q99759; binding response (% of control), % at 10 µM; actives 1.4% (n = 290,000);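 active = binding response more than 3 SD above or below the average of its plate-row segment, actives on both sides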;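 note: Alexa488 bead fluorescence after subtracting the streptavidin-only scavenger bead signal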
# DNA FID counter – counter-screen for HCV NS3 helicase inhibitors: DNA intercalator displacement; DNA fluorescent intercalator displacement, fluorescence; inhibition, % at 7.9 µM; actives 0.17% (n = 290,000); AID 1845; in the data active = inhibition above about 37%;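 note: 0% = vehicle and 100% = reference compound; higher means more ethidium bromide displaced from hairpin DNA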
# PHOSPHO1 inh – inhibitors of human PHOSPHO1 phosphatase; Q8TCT1; recombinant PHOSPHO1, absorbance phosphatase assay; inhibition, % at 13.3 µM; actives 1.1% (n = 290,000); in the data active = inhibition above about 60%
# Target sequence (Q8TCT1 whole entry, looked up): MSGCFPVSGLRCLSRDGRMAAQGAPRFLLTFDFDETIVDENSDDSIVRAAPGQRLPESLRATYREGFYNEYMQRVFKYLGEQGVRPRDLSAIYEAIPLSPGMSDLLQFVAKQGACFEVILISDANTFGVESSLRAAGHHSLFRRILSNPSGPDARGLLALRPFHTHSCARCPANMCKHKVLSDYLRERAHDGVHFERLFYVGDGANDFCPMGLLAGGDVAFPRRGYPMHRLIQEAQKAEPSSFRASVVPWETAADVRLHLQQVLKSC
# OXTR ag – activates the human oxytocin receptor; activation, % at 3 µM; AID 2435; CHO-OTR cells, Fluo-8 calcium fluorescence; normalized: DMSO 0%, oxytocin 100%; actives 0.32% (n = 320,000);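 active = activation above the mean of all tested compounds plus 3 SD, cutoff set per screening run, cut at about 20% in these data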;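 note: peak over basal fluorescence ratio from a 100 s FLIPR kinetic read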
# Target sequence (P30559 whole entry, looked up): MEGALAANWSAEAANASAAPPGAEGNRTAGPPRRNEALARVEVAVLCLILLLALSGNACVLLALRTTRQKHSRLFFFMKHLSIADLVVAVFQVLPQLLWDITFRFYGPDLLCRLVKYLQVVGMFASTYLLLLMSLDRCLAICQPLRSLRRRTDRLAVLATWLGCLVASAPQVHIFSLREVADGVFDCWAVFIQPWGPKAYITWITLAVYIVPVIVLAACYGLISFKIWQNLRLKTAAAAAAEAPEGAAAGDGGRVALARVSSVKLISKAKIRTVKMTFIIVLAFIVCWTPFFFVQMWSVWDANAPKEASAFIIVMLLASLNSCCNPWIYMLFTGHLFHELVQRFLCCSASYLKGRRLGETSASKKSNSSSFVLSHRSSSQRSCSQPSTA
# GPR7 antagonist – human neuropeptides B/W receptor 1 antagonism; GPR7-expressing cells, fluorescence antagonist assay; inhibition, % at 4.4 µM; P48145; AID 1861; actives 1.1% (n = 290,000); in the data active = inhibition above about 16%, passing the limit was not always enough;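 note: cells stimulated with the agonist NPW; 0% = agonist with vehicle and 100% = vehicle without agonist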
# Target sequence (P48145 whole entry, looked up): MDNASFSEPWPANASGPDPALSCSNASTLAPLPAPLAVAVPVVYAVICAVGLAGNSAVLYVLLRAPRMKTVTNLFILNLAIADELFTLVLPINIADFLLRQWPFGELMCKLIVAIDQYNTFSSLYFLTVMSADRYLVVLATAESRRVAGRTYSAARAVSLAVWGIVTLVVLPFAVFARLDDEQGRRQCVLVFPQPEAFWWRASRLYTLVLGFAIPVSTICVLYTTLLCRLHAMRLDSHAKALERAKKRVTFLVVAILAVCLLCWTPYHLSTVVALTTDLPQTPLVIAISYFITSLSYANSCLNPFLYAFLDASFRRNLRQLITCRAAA
# An asterisk follows results filed as active; · = no result given.
# Each structure is followed by: MEKK2mut PB1 HTS	MEKK2 WT-MEK5	NALP1 inh	PfM18AAP inh	MEKK3 PB1 HTS	DNA FID counter	PHOSPHO1 inh	OXTR ag	GPR7 antagonist
O=C(CSCc1cccc(Cl)c1)NCc1ccc2c(c1)OCO2
  5	109	4	-2	112	-13	27	-1.5	2
Nc1cc(=O)[nH]c(=O)n1Cc1ccccc1
  2	99	25	0	109	-13	13	-0.3	4
COCCN1C(=O)c2oc3ccccc3c(=O)c2C1c1ccc(O)c(OC)c1 (stereo not given)
  4	105	20	5	100	1	10	-0.6	0
CC1CCN(C(=O)CSc2nc3ncccc3[nH]2)CC1
  -8	92	6	10	96	-4	33	-0.1	-6
O=C1C2=C(NC(=S)NC2c2ccc(Cl)cc2)NC(c2ccc(Cl)cc2)N1c1ccc(Cl)cc1 (stereo not given)
  6	116	-1	1	119	1	4	1.7	-10
CC(=O)c1ccc(S(=O)(=O)N(CCCO)Cc2cc3cc4c(cc3[nH]c2=O)OCCO4)cc1
  3	104	-1	13	100	-9	32	0.1	-17
CCc1ccc(NC(=O)CCS(=O)(=O)c2ccc3c(c2)CCN3C(C)=O)cc1
  1	100	9	-1	95	-21	32	0.0	-19
CC1=Nn2c(nnc2-c2cc(C)[nH]n2)SC1
  -3	101	-10	1	99	7	51	0.6	5
CCc1nc2oc3cc(OC)ccc3c(=O)c2c(=O)n1Cc1ccco1
  -4	87	-11	-18	87	-17	39	-0.3	-8
COc1ccc(-c2noc(-c3cccc(OC)c3OC)n2)cc1OC
  12	115	2	4	107	-8	0	-1.1	-6
O=C(Nc1ccccc1C(=O)Nc1nnc(C(F)(F)F)s1)c1ccccc1Cl
  -3	101	5	-2	105	-25	34	9.9	3
Cc1ccc(Oc2ccc(C=O)cn2)cc1
  -7	93	-5	2	95	1	28	-1.1	-19
CC(C)(C)n1nnnc1C(c1ccccn1)N1CCN(C(c2ccccc2)c2ccccc2)CC1 (stereo not given)
  -10	89	-5	-2	102	3	-2	-0.9	-2
COc1ccc(CSc2nnc(-c3ccncc3)n2C)cc1F
  10	100	8	-11	98	-10	-9	0.4	3
C(=N\Nc1nc(N2CCCC2)nc(N2CCCC2)n1)/c1cccnc1
  -4	102	12	-4	95	-5	39	0.5	-5
CCn1c(CN2CCN(C(=O)c3ccco3)CC2)nc2c1c(=O)n(C)c(=O)n2C
  -5	93	9	-1	94	-7	-23	1.3	-14
CC1=Nc2ccc(C)c3nc(C)cc(c23)N1c1ccc(C)cc1
  5	101	·	-9	105	2	·	-2.0	-7
CCOC(=O)c1c(C)nc(C)c(C(=O)OCC)c1-c1ccc(Br)cc1
  18	98	35	2	98	-28	-2	-2.0	-14
O=C(OCC(=O)N1CCN(C(=O)c2ccco2)CC1)c1cc(-c2ccccc2)nc2ccccc12
  6	100	9	-14	104	-25	61*	-1.9	-5
O=S(=O)(Nc1nc2ccccc2nc1Cl)c1ccc(Br)cc1
  4	105	-10	1	107	-31	21	3.2	-15
COc1ccccc1N1CCN(C(=O)c2c(C)cc(=O)oc2C)CC1
  4	94	12	1	93	-9	-8	0.3	-12
Cc1ccc(C(=O)O/N=C/c2c(Cl)n(C)c3ccccc23)cc1
  8	105	1	-14	102	-2	24	0.3	-8
C=C(C)COc1ccc(-c2nc(N)ncc2Oc2ccc(OC)cc2)c(O)c1
  ·	·	1	-3	·	4	18	0.0	-9
c1ccc(Cc2nn3c(Cn4nnc5ccccc54)nnc3s2)cc1
  ·	·	3	17	·	-18	91*	1.3	15
CN(C)S(=O)(=O)c1ccc(Cl)c(NC(=O)CSc2nc3c(cc2C#N)C(=O)CCC3)c1
  -2	102	22	4	101	-3	-8	0.5	-3
COc1nnc(-c2ccc(N3CCOCC3)c(NC(C)=O)c2)c2ccccc12
  -2	109	-1	-2	109	-28	-7	-0.3	-8
Cc1c(C(=O)O)c(C(=O)O)c2n1CCS2
  1	98	23	4	99	2	-103	0.0	-15
COC(=O)C1=NNC2(C)C(=O)N(c3ccc(C)cc3)C(=O)C12 (stereo not given)
  -13	89	32	-13	93	-4	39	-0.6	1
Cc1ccc2c(Cl)cc(Cl)c(OCC(=O)NCc3ccco3)c2n1
  ·	·	6	5	·	-11	15	·	5
Cc1ccc(OCCn2c(CCCO)nc3ccccc32)cc1
  1	95	21	2	101	-13	-98	12	23*

# Further records
# Each structure is followed by: MEKK2mut PB1 HTS	MEKK2 WT-MEK5	NALP1 inh	PfM18AAP inh	MEKK3 PB1 HTS	DNA FID counter	PHOSPHO1 inh	OXTR ag	GPR7 antagonist
COc1ccc(OC)c(CCNC(=O)CS(=O)(=O)Cc2nc(-c3ccccc3Cl)oc2C)c1
  5	102	23	-5	104	-49	27	5.0	5
Cc1ccc(-c2nsc(SCC(=O)NCc3ccc4c(c3)OCO4)n2)cc1
  -2	100	22	5	95	3	3	-0.9	-5
O=C(NCCCSc1ccccc1)c1cnc(Cl)c(Cl)c1
  5	104	18	-8	103	-12	14	0.8	8
CCCCOc1ccccc1C(=O)NNC(=S)NC(=O)c1ccccc1[N+](=O)[O-]
  11	103	-8	3	105	-17	30	9.2	-3
Cc1ccc(N(C(=O)CNC(=O)c2ccco2)C(C(=O)NC2CCCC2)c2ccncc2)cc1 (stereo not given)
  2	103	-18	1	100	-34	44	0.5	-13
CCc1cccc(NC(=O)c2ccc3c(=O)n4c(nc3c2)CCCCC4)c1
  5	100	·	1	100	-27	27	2.8	0
COCCn1c(C)cc(C(=O)CSc2nc3ccccc3o2)c1C
  5	104	7	11	106	-8	98*	7.2	-2
Cc1cc(NC(=O)C2CC(=O)N(c3ccc(F)cc3)C2)no1 (stereo not given)
  4	107	24	-5	99	-9	28	1.2	-5
Cc1cc(C)n2nc(SCC(=O)N/N=C/c3ccccn3)nc2n1
  -3	92	22	8	94	-13	-15	-0.3	-3
COc1ccc(C2CC(c3cccs3)=NN2C(=O)COC(=O)c2cc3ccccc3cc2O)cc1OC (stereo not given)
  0	97	27	1	102	-6	-4	0.1	4
O=C(c1cccc(Oc2ccc([N+](=O)[O-])cc2Cl)c1)N1CCCCC1
  5	104	16	-3	104	-27	52	-1.7	-9
CC1CCCCC1NC(=O)c1ccc(NC2=NC3CS(=O)(=O)CC3S2)cc1 (stereo not given)
  2	102	1	-8	101	-8	15	0.1	-2
COc1ccc(CCNC(=S)Nc2ccccc2C)cc1
  1	99	-4	-2	96	-7	24	-1.0	-9
COc1ccc(-c2oc3ccc(N4CCOCC4)cc3c2C#CCO)cc1
  8	115	·	·	110	·	·	2.7	·
Cc1nn(CC(=O)N2c3ccccc3NC(=O)C2(C)C)c(C)c1[N+](=O)[O-]
  -1	109	14	0	122	3	2	-0.5	-9
COc1ccc(NC(=O)Cn2c(=O)oc3cc(S(=O)(=O)N4CCCC4)ccc32)cc1
  5	110	5	-1	100	-16	10	0.9	-10
CCCCCCCNC(=O)C1(CC2CC(c3cccc(Br)c3)=NO2)CCNCC1 (stereo not given)
  23	191*	16	0	107	23	-19	-1.7	36
COc1ccc(S(=O)(=O)N2CN3CCN(C3)C2)cc1
  15	111	11	-15	109	-1	-11	1.3	-1
O=C(Nc1cnc2ccccc2c1)c1ccncc1
  6	107	-18	4	107	-2	-7	-0.2	2
C=C(C)c1cccc(C(C)(C)NC(=O)N2CC(C)OC(C)C2)c1 (stereo not given)
  6	111	4	1	108	-2	16	0.7	-13
CCN(CC)S(=O)(=O)c1ccc(OC)c(NC(=O)c2cc3c(=O)n4ccccc4nc3s2)c1
  0	104	32	-11	130*	-7	-12	-0.8	-10
COC(=O)c1cc(S(=O)(=O)NCc2ccccc2)cn1C
  4	104	5	0	101	-9	23	-0.1	-11
Cc1ccc(C(=O)NCCC(=O)Nc2ccccc2C)cc1
  -2	101	·	-3	97	-6	·	-1.4	9
CCOC(=O)/C(C#N)=N/Nc1c(S(=O)(=O)Cc2ccco2)csc1C(=O)OC
  -14	93	-6	-5	95	-3	38	-1.4	-15
CCN(CC)S(=O)(=O)c1ccc(-c2cc(C(=O)OC)sc2C(F)(F)F)cc1
  23	126	-5	0	130*	-19	28	-0.8	-9
COC(=O)C1(C(=O)OC)NOC2C(=O)N(c3ccc(Cl)cc3Cl)C(=O)C21 (stereo not given)
  3	102	34	10	102	-15	53	1.6	-15
O=C(NCC1CCCO1)C(c1ccccn1)N(Cc1ccccc1Cl)C(=O)CN1C(=O)c2ccccc2S1(=O)=O (stereo not given)
  -10	87	-10	2	91	-19	49	0.3	2
COc1ccc(/C=C(\NC(=O)c2ccccc2)C(=O)NC2CCS(=O)(=O)C2)cc1 (stereo not given)
  -3	97	·	3	99	-5	48	1.2	-3
COc1ccc(NC(=O)Cc2c(O)c3ccccc3[nH]c2=O)cc1
  4	106	6	-4	102	2	-4	-0.4	-8
COc1ccc(Cn2nnnc2C(c2cc3cc(C)cc(C)c3[nH]c2=O)N2CCOCC2)cc1 (stereo not given)
  0	96	12	-7	97	-20	-3	0.3	-11

# Continuation:
# Each structure is followed by: MEKK2mut PB1 HTS	MEKK2 WT-MEK5	NALP1 inh	PfM18AAP inh	MEKK3 PB1 HTS	DNA FID counter	PHOSPHO1 inh	OXTR ag	GPR7 antagonist
Cc1cccnc1NC(=O)c1ccc([N+](=O)[O-])o1
  15	119	35	3	102	0	6	0.9	-5
COc1cc(N=Cc2c(O)c3ccccc3oc2=O)c(OC)cc1Cl
  12	111	23	3	103	-3	14	-0.6	-14
N#CC1(C#N)[C@@H](C(=O)C23CC4CC(CC(C4)C2)C3)C12CCOCC2
  -2	103	8	-3	102	-3	-9	-0.5	-12
Cc1cccc(NC(=O)CCN2C(=O)c3ccccc3S2(=O)=O)c1C
  0	102	23	-13	99	-9	2	0.3	-13
Cc1ccc(-n2c(=O)c3c4c(sc3n3c(C)nnc23)COC(C(C)C)C4)cc1 (stereo not given)
  -2	97	·	-14	96	0	·	-1.7	-16
O=C(Nc1ccc(F)c(Cl)c1)c1ccc2c(=O)n3c(nc2c1)CCCCC3
  -1	96	22	2	100	-2	-6	12	-5
O=C(N/N=C/c1cccnc1)/C(=C\c1cccs1)NC(=O)c1ccccc1
  1	97	31	5	100	2	-7	-0.4	-9
CCCOc1ccccc1C1CC(=O)Nc2cc3c(cc21)OCO3 (stereo not given)
  0	94	-17	2	95	-25	27	2.7	24*
CCOC(=O)N1CCC(n2c(=S)[nH]c3ccccc3c2=O)CC1
  -1	101	4	3	102	-10	57	-2.3	-6
COc1c(C(=O)Nc2nccs2)ccc2ccccc12
  15	109	13	1	106	-14	28	-2.1	3
O=c1[nH]c(=O)n(C2CCCO2)cc1F (stereo not given)
  6	98	22	-4	109	-14	-4	-1.0	-10
Cc1cc(C)c2c(N)c(C(=O)NN3CC(=O)N(c4cccc(Cl)c4)CC3=O)sc2n1
  4	103	·	1	108	-13	27	-2.7	-16
CCN1CCN(c2ccc(NC(=O)c3ccccc3F)cc2Cl)CC1
  8	105	6	7	102	16	-8	1.2	-17
CCCNC(=O)c1nn2c(C(F)(F)F)cc(-c3ccccc3)nc2c1Br
  3	102	14	-2	101	-19	·	-2.9	-25
O=C(NCc1ccco1)C(NS(=O)(=O)c1cccc2nsnc12)c1ccccc1 (stereo not given)
  2	95	8	5	101	1	24	-1.4	-4

# Some of these compounds in order of the MEKK2mut PB1 HTS value, highest first.
structure,MEKK2mut PB1 HTS,MEKK2 WT-MEK5,NALP1 inh,PfM18AAP inh,MEKK3 PB1 HTS,PHOSPHO1 inh,GPR7 antagonist
O=C(c1cccc(Oc2ccc([N+](=O)[O-])cc2Cl)c1)N1CCCCC1,5,104,16,-3,104,52,-9
COCCN1C(=O)c2oc3ccccc3c(=O)c2C1c1ccc(O)c(OC)c1 (stereo not given),4,105,20,5,100,10,0
CCCOc1ccccc1C1CC(=O)Nc2cc3c(cc21)OCO3 (stereo not given),0,94,-17,2,95,27,24*

# Screening results: PubChem, several laboratories
